BCR signal inh = inhibitors of chronic active B-cell receptor signaling; ABC-DLBCL IkBa-CBG/CBR reporter, luminescence ratio, 4 h; Potency, µM (top dose mostly 46.1 µM), without a hit: at the top dose ratio change, negative = lower green/red ratio, usual class: inhibitors; actives 0.05% (n = 340,000); AID 493014; active = well fitted inhibition curve with a large enough effect in the signal ratio, with a control signal flat, not every such curve was filed as active; inconclusive = small, poorly fitted or top-dose-only effect, or effect the other way, or a change in a side signal; the % refers to the signal ratio;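 note: potency is the fitted concentration of half-maximal effect; plate controls were basal doxycycline-induced cells for no effect and cells given 10 µM MG132 for full effect; MG132 reads +100%, hits lower the ratio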
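Cell line TMD8 (human ABC DLBCL), stably expressing tet-inducible CBG68-IkBa fusion and CBR; IMDM/0.5% FBS; cpd up to 46 uM; dox induction, 4 h, 37C/5% CO2; dual luminescence; green/red ratio; MG132 control.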
PKM2 activator = increases activity of human pyruvate kinase M2. P14618. purified PKM2, Kinase-Glo ATP luminescence, activation; response scale: 0% is enzyme alone, no compound. Potency, µM (highest dose often 57.5 µM), without a hit: at the top dose activation, actives largely listed as activators. actives 0.34% (n = 260,000). AID 1631; note: potency is the fitted concentration of half-maximal effect; % is set by controls: 0 for no effect and ±100 for the full control effect; nearly all actives have a fitted effect of over 55% in size
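Purified hPK-M2 (>95% pure) converted ADP (0.1 mM final) to ATP with 0.5 mM PEP in 50 mM imidazole pH7.2, KCl, MgCl2, Tween 20, BSA; 1 h at room temperature. ATP detected by Kinase-Glo luminescence.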
hERG WT inh = KCNH2 (human, wildtype) channel inhibition; Q12809; U2OS, BacMam KCNH2, thallium flux FluxOr; stronger effect = lower value; activity change, % at 1.84 µM; actives 0.37% (n = 340,000);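 active = maximum activity change below -70%; inconclusive = maximum activity change between -70% and -50%; inactive = maximum activity change above -50%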; note: % is set by controls: 0 for no effect and ±100 for the full control effect
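U2OS cells transduced with wild-type KCNH2 virus are loaded with FluxOr dye for 45 min, and thallium flux is measured in kinetic reads before and after stimulation buffer. Rate constants are normalized to DMSO controls.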
GALK inh = inhibitors of human galactokinase; Purified GALK, Kinase-Glo residual ATP luminescence; Potency, µM (titrated, usually from 57.5 µM), inactives show at the highest dose activity change, negative = inhibition, usual class: inhibitors; actives 0.007% (n = 270,000); AID 1868; note: potency is the fitted concentration of half-maximal effect; % is set by controls: 0 for no effect and ±100 for the full control effect
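Compounds were pin-transferred into ATP buffer (35 uM final), then GALK plus galactose (5 nM, 100 uM final) was added. After 1 h at room temperature, Kinase-Glo Plus was added and luminescence read after 10 min.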
Menin-MLL TR inh = inhibitors of human menin-MLL interaction, mutant MLL peptide | O00255 | Potency, µM (highest dose often 61.6 µM), for inactives: top-dose FP activity change, negative = inhibition, usual class: inhibitors | actives 0.23% (n = 270,000) | Menin + Texas Red MLL mutant peptide, fluorescence polarization; active = well fitted inhibition curve with a large enough effect in the polarisation, with a control signal flat, not every such curve was filed as active; inconclusive = small, poorly fitted or top-dose-only effect, or effect the other way, or a change in a side signal; inactive = no such curve, though single readings can be large or run the other way; the % refers to the polarisation; note: potency is the fitted concentration of half-maximal effect; % of control where 0% means no effect; many of its hits are not listed in these tables
TSHR antagonist = blocks TSH signaling through the human TSH receptor; P16473; TSHR-expressing cells, TSH-stimulated cAMP HTRF, 2 h; stronger effect = lower value; activity change, negative = inhibition, % at 11.5 µM; actives 0.2% (n = 330,000);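 active = activity change below a set negative limit, meaning inhibition stronger than a set level, cut at about -70% in these data; inconclusive = activity change between two set negative limits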; note: % is set by controls: 0 for no effect and ±100 for the full control effect
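TSHR-expressing cells were treated with compounds, then stimulated with TSH at EC80 (4nM final) for 2 hours at 37 deg C. Cellular cAMP was measured by HTRF competition between lysate cAMP and cAMP-d2 for a cryptate-labelled anti-cAMP antibody.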
Mito fusion act = mitochondrial division inhibition or fusion activation; S. cerevisiae fusion-defective mutant growth rescue, CellTiterGlo 48 h; Potency, µM (doses to about 46.1 µM), for inactives: at the highest dose growth rescue (activation), actives largely listed as activators; actives 0.23% (n = 320,000); AID 485298;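 note: potency is the fitted concentration of half-maximal effect; % of control where 0% means no effect; nearly all actives have a fitted effect of over 45% in size; temperature-sensitive fusion mutants such as fzo1-1 at 37 °C on non-fermentable ethanol glycerol medium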
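Compounds are tested for their ability to restore growth of mitochondrial fusion-defective yeast strains at non-permissive 37C in YPEG medium over 48 hours. Viability is quantified by luciferase luminescence.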
USP2a block = blocks human ubiquitin-specific protease USP2a. USP2 core, Ub-CHOP2 coupled fluorogenic reporter, 485/531. Potency, µM (highest dose often 38.3 µM), inactives show top-dose activity change, negative = inhibition, most hits filed as inhibitors. actives 0.01% (n = 330,000);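 note: potency is the fitted concentration of half-maximal effect; plate controls were DMSO wells for no effect and full inhibition by NEM control for full effect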
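USP2 core (10nM final) preincubated 30min RT with compound in 20mM Tris-HCl pH 8.0, 2mM CaCl2, 2mM beta-mercaptoethanol, 0.05% CHAPS; 25nM Ub-CHOP2 plus 25nM reporter substrate added, fluorescence (Ex485/Em531) read after 60min.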
MBNL1 CUG block = blocks human MBNL1 binding to CUG repeat RNA | Q9NR56 | TR-FRET MBNL1-His/biotin-(CUG)12 binding, 665/545 ratio | Potency, µM (top dose mostly 57.5 µM), for inactives: at the top dose activity change, negative = inhibition, hits mostly inhibitors | actives 0.036% (n = 280,000); active = well fitted inhibition curve with a large enough effect in the signal ratio, with a control signal flat, not every such curve was filed as active; inconclusive = small, poorly fitted or top-dose-only effect, or effect the other way, or a change in a side signal; inactive = no such curve, though single readings can be large or run the other way; the % refers to the signal ratio; note: potency is the fitted concentration of half-maximal effect; % is set by controls: 0 for no effect and ±100 for the full control effect
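Ratiometric TR-FRET (665 over 545 nm, excitation 340 nm) tracks disruption of MBNL1-His/biotin-(CUG)12 complex after 60 min at room temperature, with compounds at 92 nM to 58 uM final.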
Eya2 phos inh = inhibitors of human Eya2 phosphatase activity; recombinant Eya2, OMFP fluorescence dephosphorylation (OMFP is methylfluorescein phosphate); Potency, µM (highest dose often 76.9 µM), for the others: at the highest dose activity, negative = inhibition, hits mostly inhibitors; actives 0.006% (n = 330,000); O00167; note: potency is the fitted concentration of half-maximal effect; % is set by controls: 0 for no effect and ±100 for the full control effect
Target sequence (O00167 whole entry, looked up): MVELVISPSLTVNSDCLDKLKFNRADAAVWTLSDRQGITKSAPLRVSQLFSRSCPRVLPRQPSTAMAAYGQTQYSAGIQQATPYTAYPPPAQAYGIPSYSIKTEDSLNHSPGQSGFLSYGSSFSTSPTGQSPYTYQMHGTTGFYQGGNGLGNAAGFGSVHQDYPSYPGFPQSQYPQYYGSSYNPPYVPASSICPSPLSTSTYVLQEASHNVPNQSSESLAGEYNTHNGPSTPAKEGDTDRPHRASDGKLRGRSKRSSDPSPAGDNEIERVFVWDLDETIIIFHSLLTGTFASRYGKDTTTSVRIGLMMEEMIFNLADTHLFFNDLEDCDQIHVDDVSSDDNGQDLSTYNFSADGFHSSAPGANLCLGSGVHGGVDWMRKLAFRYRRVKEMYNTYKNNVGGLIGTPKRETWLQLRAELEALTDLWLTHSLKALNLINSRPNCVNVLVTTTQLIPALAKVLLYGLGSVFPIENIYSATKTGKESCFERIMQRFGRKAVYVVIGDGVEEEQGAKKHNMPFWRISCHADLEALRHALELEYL
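Eya2 (0.2 uM) preincubated 10 min at ambient with compound, then OMFP substrate added at 50 uM; 10 min reaction in 50 mM HEPES pH 7.5, 50 mM NaCl, 5 uM MgCl2, 0.05% BSA, 1 mM DTT. Fluorescence read at Ex 485/Em 525 nm.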
S-ASM inh = human S-ASM enzyme inhibition. placental ASM, HMU-PC fluorogenic substrate, 60 min. Potency, µM (doses to about 57.5 µM), for inactives: top-dose activity change, negative = inhibition, usual class: inhibitors. actives 0.006% (n = 340,000). AID 504937; note: potency is the fitted concentration of half-maximal effect
Target sequence (P17405 47-631 limits assumed): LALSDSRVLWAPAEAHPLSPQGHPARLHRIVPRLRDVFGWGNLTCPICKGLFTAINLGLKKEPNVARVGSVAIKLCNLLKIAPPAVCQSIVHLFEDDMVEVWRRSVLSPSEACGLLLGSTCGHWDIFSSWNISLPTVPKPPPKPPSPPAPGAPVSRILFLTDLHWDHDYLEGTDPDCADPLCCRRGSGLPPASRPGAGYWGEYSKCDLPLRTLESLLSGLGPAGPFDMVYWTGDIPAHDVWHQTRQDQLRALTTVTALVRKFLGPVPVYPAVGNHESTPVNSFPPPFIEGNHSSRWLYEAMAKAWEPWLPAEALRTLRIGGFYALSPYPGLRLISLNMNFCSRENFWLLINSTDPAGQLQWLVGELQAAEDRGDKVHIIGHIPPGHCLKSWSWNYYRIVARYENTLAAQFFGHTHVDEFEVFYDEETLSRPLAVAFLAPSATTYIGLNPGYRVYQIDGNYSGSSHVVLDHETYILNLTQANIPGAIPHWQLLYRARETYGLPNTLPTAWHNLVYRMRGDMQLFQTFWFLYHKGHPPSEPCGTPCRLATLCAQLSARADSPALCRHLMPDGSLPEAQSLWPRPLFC
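Human placenta-derived ASM preincubated with compound 10 min at room temperature, then reacted with 9 uM (final) fluorogenic HMU-PC substrate for 60 min at 37 C. Stop solution raises pH to 10; fluorescence read at Ex 386/Em 447 nm.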
An asterisk follows results filed as active; ? = inconclusive; . = no result given; [ ] = dose if it differs, or a comment. Unless noted, calls come from the whole dose curve; as a rule, active = well fitted curve in the direction sought with a large enough effect; inconclusive = small, poorly fitted or top-dose-only effect, or another doubt; inactive = no such curve, though single readings can be large; an effect the other way counts as inactive or inconclusive. Some of the compounds tested; rates above refer to the full screens.

SMILES	BCR signal inh	PKM2 activator	hERG WT inh	GALK inh	Menin-MLL TR inh	TSHR antagonist	Mito fusion act	USP2a block	MBNL1 CUG block	Eya2 phos inh	S-ASM inh
O=C(CCCC(=O)N(CC(=O)NC1CCCC1)Cc1ccc2c(c1)OCO2)Nc1ccccn1	-8%	-1%	0	2%	5%	-12	-2%	0%	4%	3%[15.4 µM]	3%
Cc1ccccc1Nc1nc(N)nc(CSc2nnc(-c3ccccc3)n2C)n1	-7%	-14%	0	3%	-19%	22	3%	2%	0%	1%	-3%
CCOC(=O)C1CCN(C(=O)Nc2ccc3nccnc3c2)CC1	?	0%	-2	-1%	0%	-2	-4%	1%	?	-3%	303%[activator]
C[C@@H]1CN([C@H](C)CO)C(=O)Cc2cc(NS(=O)(=O)c3cn(C)cn3)ccc2O[C@H]1CN(C)S(=O)(=O)c1ccc(Cl)cc1	-4%	.	-19	.	.	-11	.	2%	.	0%	-1%
CCC(C)c1ccccc1OCCn1ccnc1 (stereo not drawn)	1%	7%	-2	1%	-10%	21	8%	1%	-18%	-2%	1%
COc1ccc(N2CCN(C(=O)c3cc(C)on3)CC2)cc1	0%	3%	5	-3%	-9%	-8	0%	3%	-3%	2%	2%
CC(C)COc1ccc(C(=O)OCC(=O)NCc2cccs2)cc1	?	.	2	.	.	-6	.	-9%	.	-10%	0%
CC(C)NS(=O)(=O)c1ccc2c(c1)NCC2	3%	1%	49	0%	8%	2	-1%	2%	.	-4%	6%
O=C(N/N=C/c1ccc(OCc2ccc(F)cc2)cc1)c1ccccc1	?	-2%	4	0%	?	11	23%	4%	.	-6%	1%
CC(C)NC(=O)CSc1ccccc1C(=O)N1CCN(S(=O)(=O)Cc2ccccc2)CC1	5%	.	-7	.	.	1	5%	1%	.	9%	2%
O=C(CSc1ccccc1)N1CCCC(Nc2ccccc2)C1 (stereo not drawn)	7%	-18%[0.46 µM]	7	-2%	-13%	-1	27%	-1%	-1%	1%	-1%
CC1(C)CNC(=O)CC(C)(C)N1	?	-3%	3	-1%	25%	-5	2%	1%	-2%	-7%	4%
COc1ccccc1/C=C\C=N\n1c(-c2ccc(Cl)cc2)n[nH]c1=S	-3%	-8%	-3	-2%	?	-11	-6%	0%	.	-2%	-3%
O=C(CSc1ccccc1)N1CCCC(N2CCN(c3ccc(F)cc3)CC2)C1 (stereo not drawn)	1%	.	-36	4%	.	11	0%	0%	-5%	0%	0%
CS(=O)(=O)Nc1ccccc1C(=O)OCC(=O)N1CCC(c2ccccc2)=N1	?	.	-6	.	.	-11	16%	-1%	.	7%	-1%
CC12CN3CC(C)(CN(C1)C3c1ccc(Br)cc1)C2=O (stereo not drawn)	-2%	-3%	1	1%	0%	5	-9%	1%	1%	4%	3%
Cc1ccc(C(=O)N(CCC2=CCCCC2)c2c(N)n(Cc3ccccc3)c(=O)[nH]c2=O)o1	?	.	-16	.	.	-2	-2%	1%	.	4%	1%
O=C(NCCc1ccc2c(c1)OCCO2)c1ccccn1	?	-6%	-6	-3%	-2%	-2	5%	-1%	-7%	3%	2%
O=C(NCC1CCCO1)C1CC(c2ccc(Cl)c(Cl)c2)=NO1 (stereo not drawn)	-2%	-6%	0	-1%	-7%	19	-2%	0%	0%	16%	0%
COc1ccc(NC(=O)NCCCN2CCC(Cc3ccccc3)CC2)cc1	-6%	-6%	-44	4%	.	9	-2%	1%	-4%	11%	-2%
CN1C(=O)/C(=C\c2ccco2)N=C1c1ccc(Cl)cc1Cl	-1%	-3%	-8	-2%	.	6	1%	0%	?	8%	-9%
COc1ccc(Cl)cc1NC(=S)N1CCN(c2ccccn2)CC1	?	-1%	19	3%	17%	5	-6%	1%	-6%	-8%	0%
CC1(N2CCCCC2)C(=O)c2ccccc2C1=O	-3%	-22%	2	4%	-2%	36	0%	3%	?	-17%	-1%
O=C(N/N=C/c1cccc2nccnc12)c1ccncc1	?	2%	-4	-2%	.	7	-2%	1%	?	0%	-3%
CCOC(=O)c1c(C2CC2)csc1NC(=O)COC(=O)c1ccc[n+]([O-])c1	?	-1%	-3	-1%	5%	9	2%	0%	-9%	1%	-7%
O=C(NC1CCCCC1)c1ccccc1C(F)(F)F	-4%	-6%	2	0%	11%	-3	-4%	0%	6%	-9%	-3%
Cn1cccc1C(=O)NC(=O)COC(=O)CNC(=O)CNC(=O)c1ccc(Cl)cc1Cl	?	2%	-19	-1%	-6%	-8	-2%	3%	-9%	5%	6%
COc1cc(/C=C2\SC(=O)N(c3ccc(O)cc3)C2=O)cc(OC)c1OC	?	7%	-3	-2%	.	-10	-4%	0%	1%	4%	3%
CC(=O)c1ccc(NC(=O)C(C)OC(=O)C2CCN(c3ccc(C(F)(F)F)cn3)CC2)cc1 (stereo not drawn)	1%	.	3	.	.	-7	6%	-1%	.	-19%	-19%
CCC1CCCCN1CCCNC(=O)c1cn(C)c2ccc(S(=O)(=O)N(C)C3CCCCC3)cc2c1=O (stereo not drawn)	1%	-1%	-5	7%	-2%	3	-11%	2%	2%	4%	0%
CCN1CCN(c2nnc(-c3ccccc3)c3ccccc23)CC1	-1%	.	.	1%	-21%	1	1%	-3%	-6%	1%	1%
NCCCCC(N)c1cn([C@@H](CCC(=O)O)C(=O)N2CCNCC2)nn1 (stereo partly drawn)	-1%	.	12	.	.	-3	1%	7%	.	29%	7%
CN(CCCOc1ccccc1F)Cc1ccccc1	5%	0%	16	-1%	-6%	4	-18%	4%	-5%	-3%	1%
COc1ccccc1CC(=O)NNC(=O)c1ccc(C(C)(C)C)cc1	2%	-3%	4	-4%	.	-9	-4%	-2%	0%	-4%	0%
CCOc1ccc(C(=O)COC(=O)Cc2n[nH]c(=O)c3ccccc23)cc1	-4%	.	4	.	.	7	0%	0%	.	15%	-2%
COc1ccccc1CNC(=O)Cn1c(=O)oc2cc(S(=O)(=O)N3CCCC3)ccc21	-19%	3%	-1	.	6%	12	-2%	-1%	-1%	-11%	2%
CCc1nn(CC(=O)NCCCN2CCc3ccccc3C2)c(=O)c2cc3sccc3n12	-1%	2%	8	-1%	-14%	-2	2%	2%	-2%	-3%	1%
O=C(NCCc1ccccc1)c1ccncc1	1%	0%	.	5%	8%	-5	-3%	3%	-4%	8%	.
NC(=S)c1cc2cc(Cl)ccc2oc1=O	-1%	9%	2	.	.	-2	4%	0%	?	-3%	-1%
CCC1CCCCN1CCCNC(=O)Cn1c2ccccc2c2nc(=O)cc(C)n21 (stereo not drawn)	3%	.	7	-1%	.	6	3%	1%	-4%	-1%	0%
Cc1nn(-c2ccccc2)c(C)c1C(=O)OC(C)C(=O)NC1CCCCC1 (stereo not drawn)	?	.	-2	.	.	-18	.	1%	.	10%	0%
COCCNC(=O)C(c1ccc(Cl)cc1)N(CCOC)C(=O)CCC(=O)Nc1ccccn1 (stereo not drawn)	1%	.	3	0%	.	12	-9%	3%	2%	11%	-7%
C[C@H]1CN([C@@H](C)CO)C(=O)Cc2cc(NS(=O)(=O)c3cccs3)ccc2O[C@H]1CN(C)S(=O)(=O)c1cn(C)cn1	0%	.	9	.	.	0	.	6%	.	-23%	-5%
Cc1cccc(NCc2nnc(-c3ccccc3)o2)c1C	-5%	0%	4	7%	-9%	-11	1%	0%	6%	9%	-5%
CCOC(=O)c1sc(NC(=O)c2ccc3ncsc3c2)nc1C	?	-6%	-3	4%	-8%	-2	5%	2%	1%	-16%	-2%
Cc1ccc(S(=O)(=O)Nc2ccc(Cl)cc2C(=O)c2ccc(F)cc2)cc1	?	-2%	2	0%	13%	-30	?	1%	?	-7%	-1%
COc1ccc(Cl)cc1NC(=O)CN(C)Cc1ccc(OC)c(OC)c1	0%	-4%	5	0%	0%	-14	-4%	-7%	-1%	4%	-4%

Screening results as filed in PubChem BioAssay.
